SUMO HTRF inh: SUMOylation inhibition. HTRF SUMOylation assay, SAE1/SAE2 + UBC9, in vitro. inhibition, % at 35 µM. actives 0.36% (n = 290,000). P63279; in the data active = inhibition above about 50%, passing the limit was not always enough; note: strong numbers were not always called active
PHOSPHO1 block: PHOSPHO1 (human) inhibition. actives 1.1% (n = 290,000). AID 1565. recombinant PHOSPHO1, absorbance phosphatase assay. inhibition, % at 13.3 µM; in the data active = inhibition above about 60%
VIM-2 inhibitor: blocks Pseudomonas aeruginosa VIM-2 metallo-beta-lactamase; purified VIM-2, nitrocefin hydrolysis, epi-absorbance fluorescence; inhibition, % at 5.6 µM; actives 0.89% (n = 290,000);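 active = inhibition above the mean of all tested compounds plus 3 SD, cutoff set per screening run, cut at about 7.5% in these data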;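 note: red hydrolysis product quenches plate fluorescence so inhibitors raise well fluorescence; 0% = enzyme with DMSO and 100% = DMSO without enzyme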
IMP-1 inhibitor: blocks Pseudomonas aeruginosa IMP-1 metallo-beta-lactamase; purified IMP-1, nitrocefin hydrolysis, epi-absorbance fluorescence; actives 0.45% (n = 290,000); AID 1556; inhibition, % at 5.6 µM;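 active = inhibition above the mean plus 3 SD of all compounds in the same screening run, cut at about 4.5% in these data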;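 note: 0% = IMP-1 with DMSO and 100% = DMSO wells lacking enzyme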
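System: purified recombinant IMP-1 beta-lactamase. Medium: Zinc- and detergent-supplemented HEPES buffer, pH 7.1. Compound: one 5.6 µM dose […]. Schedule: 15 min preincubation plus 25 min reaction at 25 °C. Technique: Epi-absorbance fluorescence, 480 nm excitation, 530 nm emission.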
pCIP destab: p/CIP protein destabilization. Q05BA5. F442A p/CIP-EGFP cells, EGFP fluorescence, 16 h. decrease of EGFP signal, % at 10 µM. actives 0.01% (n = 290,000). AID 1984;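 active = EGFP signal decrease of at least 30% at 10 µM or well 3 SD below plate mean, unless failing retest; inactive = the rest, including hits failing retest or dose response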; note: some compounds called inactive have numbers as strong as hits; many of its hits are not listed in these tables
MEKK3 PB1 HTS: MEKK3-MEK5 PB1 interaction, increase or decrease. actives 1.4% (n = 290,000). binding response (% of control), % at 10 µM. Q99759. bead-based flow cytometry, Alexa488-MEK5 binding to MEKK3; actives lie on both sides; 0 = blocked by unlabeled MEK5, 100 = vehicle;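 active = binding response more than 3 SD above or below the average of its plate-row segment, actives on both sides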;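 note: Alexa488 bead fluorescence after subtracting the streptavidin-only scavenger bead signal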
FID counter: fluorescent intercalator displacement, NS3 helicase counter-screen; DNA fluorescent intercalator displacement, fluorescence; inhibition, % at 7.9 µM; actives 0.17% (n = 290,000); AID 1845; in the data active = inhibition above about 37%;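 note: 0% = vehicle and 100% = reference compound; higher means more ethidium bromide displaced from hairpin DNA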
IDE act: boosts human insulin-degrading enzyme activity in HEK cells; activation, % at 5.96 µM; actives 0.073% (n = 340,000); FAbeta-B cleavage, fluorescence polarization; 0% vehicle, 100% cell-free pure enzyme wells;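 active = activation above the mean of all tested compounds plus 3 SD, set per screening campaign, cut at about 17% in these data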
NS3 helicase inh: inhibitors of Hepatitis C virus NS3 helicase. NS3 helicase DNA unwinding, Cy5 molecular beacon fluorescence. inhibition, % at 10.9 µM. actives 0.56% (n = 290,000);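 active = inhibition above the mean of all tested compounds plus 3 SD, set per campaign, cut at about 35% in these data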;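 note: 0% = DMSO wells and 100% = thioflavine S control wells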
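System: Hepatitis C virus NS3 helicase domain fragment enzyme | Reagent: Annealed dual-labelled DNA beacon duplex, ATP-started | Compound dosing: 10.9 µM single point, 0.8% DMSO | Incubation: 1 h reaction at 25 °C, ATP-initiated | Technique: Cy5 fluorescence | Evaluation: Percent inhibition from t60/t0 fluorescence ratio | Benchmarks: Low DMSO, high thioflavine S at 110 µM | Replication: Singlicate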
Starred values were filed as active, the others as inactive; . = no result given. This is a subset; the hit share may differ from the screen's.

molecule	MEKK3 PB1 HTS	SUMO HTRF inh	NS3 helicase inh	PHOSPHO1 block	FID counter	VIM-2 inhibitor	IDE act	pCIP destab	IMP-1 inhibitor
Cc1ccccc1N1C(=O)CC(Nc2ccc3c(c2)OCO3)C1=O (stereo not given)	104	3	13	15	-2	-0.7	2	-9	-1.2
COc1ccc(C)cc1N1C(=N)/C(=C2/Nc3ccccc3S2)C(c2ccccc2)C1=O (stereo not given)	95	-2	18	-14	-42	-7.7	6	-1	-0.3
COc1ccc(-c2cnnn2-c2ccc(NC(=O)c3ccc(S(=O)(=O)N4CCCCC4)cc3)cc2)cc1	103	12	9	-2	-4	-2.8	0	-12	-2.2
COc1ccc(C(C(=O)Nc2ccc3c(c2)OCO3)N(C)C(=O)Cc2c[nH]c3ccccc23)cc1 (stereo not given)	92	-19	-1	-7	-22	-0.6	-2	5	-1.7
COc1cc(CN2CCNC(=O)C2CC(=O)N(C)Cc2ncc[nH]2)cc(OC)c1 (stereo not given)	101	4	11	8	-3	-2.9	-2	0	-2.3
O=C(CNC(=O)C1COc2ccccc2O1)N/N=C/c1ccc([N+](=O)[O-])cc1 (stereo not given)	99	-4	-10	32	3	-2.2	3	-3	-3.5
COc1cccc(NC(=O)C2CCN(c3ncccn3)CC2)c1	100	6	15	42	-15	-5.6	1	-8	-0.9
Cc1cc(C)cc(OCCNS(=O)(=O)c2cccs2)c1	101	-2	-4	-19	-7	-2.7	10	2	-0.6
CC(C)(C)OC(=O)N1CCC(C(=O)NCC2CCCO2)CC1 (stereo not given)	102	9	2	14	-5	0.5	6	-1	-3.4
CCOC(=O)c1ccc(Oc2nc(NC(C)(C)C)nc(N(C)C)n2)cc1	105	-18	-7	9	-11	-3.1	2	1	-6.6
Cc1ccc(C(=O)CCC2CCCC2=O)cc1 (stereo not given)	100	-7	4	40	-3	-6.9	4	4	-2.0
COc1ccc(C(=O)Nc2cccc(S(C)(=O)=O)c2)cc1	105	8	9	34	-1	-2.8	6	-6	-4.1
Cc1ccccc1OCc1nc(-c2cccnc2)no1	98	-1	2	-6	-23	-6.7	3	-17	-2.4
O=[N+]([O-])c1cccc(/C=N/Nc2nc(C(Cl)(Cl)Cl)nc3ccccc23)c1	98	-11	-5	-1	1	-3.7	4	5	-4.3
O=C1NC(c2cccs2)Nc2ccccc21 (stereo not given)	97	12	-3	-2	-2	-0.4	0	-19	-1.6
COc1ccc(/C=N/Nc2nc(C)cc(=O)[nH]2)cc1OC	103	12	-6	25	-8	-1.1	1	-2	-0.5
O=C(CSc1nc2ccccc2[nH]1)Nc1nc(-c2cccc(Br)c2)cs1	102	-20	-20	-22	4	-2.6	2	8	-4.4
CC1CCN(c2nc3c(N)ncnc3n2[C@@H]2O[C@H](CO)[C@@H](O)[C@H]2O)CC1	100	10	4	20	-9	1.8	-1	-11	-3.5
CC(=O)c1c(-c2ccccc2)c2cc([N+](=O)[O-])ccc2[nH]c1=O	97	14	8	44	-3	0.1	6	-8	-0.9
O=C(Nc1ccccc1C(F)(F)F)c1ccc(CN2CCC(Cc3ccccc3)CC2)cc1	100	6	-39	0	36	0.7	0	-10	-3.2
COc1ccc(-n2nc([N+](=O)[O-])c(=NCc3ccco3)n2O)cc1	96	0	-12	25	6	-1.8	3	-9	-2.6
O=C(NCc1ccco1)C1CCCCC1	102	9	1	12	-1	-1.1	1	0	-1.7
O=C(CCNc1ccccc1)c1cccc([N+](=O)[O-])c1	.	16	3	23	2	-2.5	-6	-9	-2.9
C/C(=N\N)c1c(-c2ccccc2)c2cc(C)ccc2[nH]c1=O	102	11	-7	20	-24	-2.9	6	-5	-2.5
O=C1NC(c2ccccc2Br)=N/C1=C\c1ccco1	98	-3	5	22	1	-1.4	-7	-1	-2.6
CC(Cc1ccccc1)N/C=C1/CC(=O)NC1=O (stereo not given)	92	11	8	-38	-4	0.5	4	-18	-4.7
CCCCOc1ccc(C(=O)Oc2ccc(C)nc2)cc1	103	10	8	-2	-15	-1.3	-6	-6	-4.0
CCCc1ccc(Oc2cc(N3CCOCC3)nc(-c3ccccc3)n2)cc1	102	.	0	.	0	-5.0	1	.	-2.0
Cc1c(Cl)cccc1NC(=S)NCc1ccccc1Cl	93	21	-2	-14	-4	-2.9	4	-18	-4.2
CS(=O)(=O)N(CC(=O)N1CCC(C(N)=O)CC1)c1ccc(Oc2ccccc2)cc1	.	8	-3	-4	-11	-2.8	4	-16	-2.1
Cc1cc(C)n2nc(C(=O)Nc3c(C)nn(Cc4ccc(F)cc4)c3C)cc2n1	98	23	14	25	-30	-1.6	-1	-12	-1.5
COC(=O)c1ccc(-c2ccc(/C=N/NC(=O)CC3(C)OCCCO3)o2)cc1	102	9	-10	-8	-15	1.6	4	10	1.4
Cc1sc2ncn(C(C)C(=O)OC3CCCCC3)c(=O)c2c1C (stereo not given)	105	3	0	30	-18	-1.4	1	6	-1.3
N/C(=N\OC(=O)c1ccc(Cl)cc1[N+](=O)[O-])c1cccnc1	99	6	16	38	1	0.8	-2	2	-0.9
O=C(OCc1nc2ccccc2[nH]1)C12CC3CC(CC(C3)C1)C2	113	-28	-5	41	-24	-3.4	5	-6	-5.0
COC(=O)C1=C(NC(=O)COc2ccc(Cl)cc2Cl)CCS1	109	-5	16	-1	-3	-3.7	2	2	-3.2
CC(C)(C)NC(=S)NNC(=O)c1cccc(Br)c1	105	-18	5	-107	-2	-1.8	3	-6	-3.2
Cc1ccccc1-n1c(Cc2cccs2)n[nH]c1=S	106	8	2	20	-9	3.2	-2	2	-0.2
CC(=O)NC1CCCc2c1cnn2-c1ccc(C(C)(C)C)cc1 (stereo not given)	104	-8	-6	35	-34	-3.2	4	2	-2.6
Cc1cc(NC(=O)C2CCCCC2)ccc1NC(=O)c1ccccc1Cl	88	4	3	-5	-4	-2.1	5	-5	0.6
Cc1ccc(-c2nnn(CC(=O)N(CC3CCCO3)C(C(=O)NC3CCCC3)c3ccc(F)cc3)n2)o1 (stereo not given)	96	29	2	-4	2	-3.4	3	-10	-1.6
O=C(NC1CCCCCC1)c1ccc(Br)o1	103	3	-1	30	-3	-1.8	2	-5	-0.6
O=C(c1cc(COc2ccc(F)cc2F)on1)N1CCOCC1	105	7	-6	24	-3	-1.3	4	0	-1.3
CSc1nc(NCCCN(C)C)c2c3c(sc2n1)CN(C)CC3	100	9	-32	9	42*	25*	.	-4	-3.3
CCCC1(CCC)NC(=O)NC1=O	102	-1	3	-10	7	-1.2	-1	10	-1.9
O=c1c(N2CCOCC2)coc2ccccc12	101	2	2	24	3	-1.5	-5	-14	-3.3
CC(C)c1ccc(NC(=O)N2CCOCC2)cc1	104	5	23	44	-5	0.9	5	-3	2.1
CCOC(=O)Cc1nnc(NC(=O)C2CCCCC2)s1	97	-23	-7	24	-11	-0.2	0	-5	-2.6
O=[N+]([O-])c1ccc2c(c1)nc1n2CCN(C2CCCCC2)C1	101	-19	0	46	-5	-1.5	5	1	-2.5
CCOCCCNS(=O)(=O)c1ccc(Br)cc1	98	-14	-1	2	-5	2.0	3	0	0.3
CCc1cccc2c(=O)c(C(=O)N3CCOCC3)c[nH]c12	98	6	-7	11	-4	-3.2	0	-12	-2.5
CCCn1c(=S)[nH]c2cc(OC)c(OC)cc2c1=O	93	-8	5	22	-8	-3.8	-2	-3	-6.8
O=C(CNS(=O)(=O)c1ccccc1)Nc1ccc(F)cc1F	96	5	-5	47	-5	-1.4	1	2	-2.6
O=C(CSc1nnc(CNC(=O)c2ccccc2)o1)c1ccccc1	103	14	-4	5	-12	-0.3	2	-5	-2.3
CCc1ccc(NC(=O)CSc2nc3ncc(Br)cc3[nH]2)cc1	97	9	-11	8	-9	-1.8	2	6	-1.1
CCOC(=O)C1=C(C)N=c2s/c(=C\c3ccc(C(=O)O)cc3)c(=O)n2C1c1ccc(OC)cc1OC (stereo not given)	103	.	-28	.	-23	-1.6	-1	.	1.3
CCOC(=O)C(C)Sc1nnc(Cc2cc(=O)[nH]c(=O)[nH]2)n1-c1ccc(OCC)cc1 (stereo not given)	111	2	-1	-4	-21	-1.8	2	3	-4.3
Cc1ccc(CSc2ncn(-c3ccccc3)n2)cc1	98	4	-7	54	-8	-6.2	-3	-18	-2.4
COc1ccccc1NC(=O)CN(Cc1ccco1)C(=O)c1cc2ccccc2o1	112	0	5	6	-18	-3.0	6	-28	-4.5
COc1ccc(-c2nnc(SCC(=O)NNC(=O)Cc3ccccc3)n2C)cc1OC	102	-1	3	-22	-13	-5.1	1	0	-2.7

Other records:
molecule	MEKK3 PB1 HTS	SUMO HTRF inh	NS3 helicase inh	PHOSPHO1 block	FID counter	VIM-2 inhibitor	IDE act	pCIP destab	IMP-1 inhibitor
CCCCN=c1scc(-c2ccc3c(c2)NC(=O)CO3)n1N=C1CCCC1	101	2	-4	56	-4	-3.2	-1	-9	-1.5
Cc1ccc(-n2nnnc2CNC(=O)c2ccc3c(c2)OCO3)cc1C	100	-8	-6	9	-22	-5.3	2	0	-1.2
COCCCNC(=S)NNC(=O)C(O)(c1ccccc1)c1ccccc1	100	-10	-1	20	-6	2.9	2	0	-2.6
O=C(CSc1ccccc1)Nc1ccc(NC(=O)c2ccco2)cc1	98	6	5	19	-10	-2.4	-3	-4	-2.0
Cc1cccc(CC(=O)Nc2sc(C(C)C)cc2C(=O)N2CCOCC2)c1	104	4	-4	57	-39	-2.4	2	10	-3.7
CCCCn1c(=O)[nH]c(=O)c2c1nc(-c1cc(Br)c(OCC)c(OC)c1)n2C	102	9	8	35	-10	1.2	4	-1	0.3
O=C(CSC1=NC(=O)C(Cc2ccccc2)C(=O)N1)NC1CCCCC1 (stereo not given)	100	23	-1	31	-1	-0.9	4	-2	-2.7
O=C(O)CSCC(=O)N1CCN(c2nc3cc(Cl)ccc3s2)CC1	106	-3	4	.	-27	-3.9	-4	-9	-2.8
COc1ccc(CCN2CC(C(=O)NCCc3cccc(F)c3)CCC2=O)cc1 (stereo not given)	103	-11	-3	3	-29	-0.1	5	-4	-1.6

In the list so far, 4 contain a tert-butyl group:
molecule	MEKK3 PB1 HTS	SUMO HTRF inh	NS3 helicase inh	PHOSPHO1 block	FID counter	VIM-2 inhibitor	IDE act	pCIP destab	IMP-1 inhibitor
CC(C)(C)OC(=O)N1CCC(C(=O)NCC2CCCO2)CC1 (stereo not given)	102	9	2	14	-5	0.5	6	-1	-3.4
CCOC(=O)c1ccc(Oc2nc(NC(C)(C)C)nc(N(C)C)n2)cc1	105	-18	-7	9	-11	-3.1	2	1	-6.6
CC(C)(C)NC(=S)NNC(=O)c1cccc(Br)c1	105	-18	5	-107	-2	-1.8	3	-6	-3.2
CC(=O)NC1CCCc2c1cnn2-c1ccc(C(C)(C)C)cc1 (stereo not given)	104	-8	-6	35	-34	-3.2	4	2	-2.6

From PubChem BioAssay
